MEX-5 binding – C. elegans MEX-5 TCR-2 RNA binding activity; Q9XUB2; MEX-5/FITC-TCR2 RNA binding, fluorescence polarization; hits give low values; activity score (negative = inhibition of binding), % at 10 µM; 0.38% of 300,000 active; AID 1832;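 active means inhibition past about -25% in most replicates, and total fluorescence under double the plate's negative control median, limit read from the data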;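 further: 0% = DMSO and -100% = 5 µM competing unlabeled TCR2 RNA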
Target sequence (Q9XUB2 whole entry, looked up): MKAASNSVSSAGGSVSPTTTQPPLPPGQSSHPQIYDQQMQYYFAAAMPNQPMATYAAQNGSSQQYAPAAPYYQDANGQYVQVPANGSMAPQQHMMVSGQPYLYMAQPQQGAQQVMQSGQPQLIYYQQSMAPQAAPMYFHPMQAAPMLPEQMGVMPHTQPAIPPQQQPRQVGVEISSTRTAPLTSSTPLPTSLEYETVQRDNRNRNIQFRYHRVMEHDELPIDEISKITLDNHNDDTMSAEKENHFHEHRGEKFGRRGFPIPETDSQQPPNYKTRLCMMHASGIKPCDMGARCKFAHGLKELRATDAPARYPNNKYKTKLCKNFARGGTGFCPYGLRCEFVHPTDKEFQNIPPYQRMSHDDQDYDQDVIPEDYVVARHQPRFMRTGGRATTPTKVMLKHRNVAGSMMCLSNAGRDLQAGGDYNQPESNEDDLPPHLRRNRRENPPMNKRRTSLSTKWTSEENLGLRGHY
PAD4 FP inh – blocks human protein arginine deiminase 4 | 0.41% of 330,000 active | inhibition, % at 6.36 µM | Q9UM07 | AID 485272 | recombinant PAD4, RCA probe fluorescence polarization;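 active means percent inhibition above a cutoff equal to the mean of all tested compounds plus 3 SD, cut at about 15% in these data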;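 further: 0% = PAD4 with RCA probe and DMSO and 100% = probe without PAD4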
Fam108B counter – Fam108B inhibition, counter-screen for RBBP9 inhibitors | recombinant Fam108B, FP-Rh probe fluorescence polarization | inhibition, % at 9.51 µM | 0.33% of 300,000 active | AID 1947;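 active means inhibition above the screen mean inhibition plus 3 SD, computed separately per campaign, cut at about 18% in these data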;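 further: inhibitors lower polarization as less probe binds the enzyme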
GSTO1 inh – blocks human GSTO1 in RBBP9 counter-screen; P78417; AID 1974; recombinant GSTO1, activity-based probe fluorescence polarization; 1.1% of 300,000 active; inhibition, % at 5.96 µM;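 active means inhibition above the campaign mean inhibition plus 3 SD, cut at about 35% in these data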;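 further: 0% = GSTO1-1 with DMSO and 100% = wells lacking GSTO1-1 enzyme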
Target sequence (P78417 whole entry, looked up): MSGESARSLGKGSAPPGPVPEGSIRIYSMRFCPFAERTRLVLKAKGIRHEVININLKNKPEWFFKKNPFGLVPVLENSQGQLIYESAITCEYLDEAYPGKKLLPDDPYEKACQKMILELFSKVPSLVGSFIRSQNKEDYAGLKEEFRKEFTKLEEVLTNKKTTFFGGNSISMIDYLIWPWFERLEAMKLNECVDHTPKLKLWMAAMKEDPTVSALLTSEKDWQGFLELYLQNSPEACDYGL
BCLXL inh – inhibitors of human Bcl-xL | Q07817 | GST-Bcl-xL / FITC-Bim BH3 peptide fluorescence polarization | inhibition, % at 10.9 µM | 0.7% of 320,000 active | AID 2129;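 active means inhibition above the mean of all tested compounds plus 3 SD, cutoff set per campaign, cut at about 30% in these data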;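 further: 0% = DMSO wells and 100% = unlabeled Bim-BH3 peptide competitor; inhibitors lower millipolarization by displacing the labeled peptide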
TPT1 inh – blocks Candida albicans tRNA 2'-phosphotransferase; recombinant caTPT1, FP RNA substrate dephosphorylation; inhibition, % at 5 µM; 0.81% of 300,000 active; AID 1962;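 active means inhibition above the mean of all tested compounds plus 3 SD, set per screening campaign, cut at about 24% in these data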;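 further: plate controls were DMSO alone for no effect and ferristatin control at 100 nM for full effect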
MCL1 BIM primary – MCL1-BIM-BH3 interaction inhibition (human). Q07820. GST-MCL1 / FITC-Bim-BH3 fluorescence polarization. inhibition, % at 10.9 µM. 0.68% of 320,000 active. AID 2057;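 active means inhibition above the mean inhibition of all tested compounds plus 3 SD, set per campaign, cut at about 40% in these data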;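 further: 0% = DMSO wells and 100% = unlabeled Bim-BH3 peptide control; higher means more loss of mP so more displacement of Bim peptide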
Target sequence (Q07820 whole entry, looked up): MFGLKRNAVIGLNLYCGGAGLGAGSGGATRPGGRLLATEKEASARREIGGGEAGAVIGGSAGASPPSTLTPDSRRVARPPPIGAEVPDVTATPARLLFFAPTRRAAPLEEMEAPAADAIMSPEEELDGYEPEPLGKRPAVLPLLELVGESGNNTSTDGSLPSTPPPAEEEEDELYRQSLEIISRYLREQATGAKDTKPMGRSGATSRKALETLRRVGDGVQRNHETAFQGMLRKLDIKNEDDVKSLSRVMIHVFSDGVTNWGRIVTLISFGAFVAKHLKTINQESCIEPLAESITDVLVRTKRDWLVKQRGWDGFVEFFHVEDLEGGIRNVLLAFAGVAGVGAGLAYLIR
PME-1 inh – PME-1 (human) inhibition. Q9Y570. 0.53% of 320,000 active. inhibition, % at 5.9 µM. AID 2130. recombinant PME-1, FP-Rh probe fluorescence polarization;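 active means inhibition above the campaign mean of all compounds plus 3 SD, cut at about 26% in these data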;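 further: competitive labeling of PME-1 active site by serine hydrolase directed probe; 0% = PME-1 with DMSO and 100% = wells lacking PME-1 enzyme; inhibitors block probe labeling so polarization falls and inhibition rises; many of its hits are not listed in these tables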
GLD-1 RNA inh – GLD-1-TGE RNA interaction inhibition (C. elegans). Q17339. purified GLD-1 + fluorescein TGE RNA, fluorescence polarization. inhibition, % at 5.96 µM. 0.44% of 320,000 active;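 active means percent inhibition above a per-plate cutoff, the plate mean of test compounds plus 3 SD, cut at about 30% in these data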;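 further: 0% = DMSO wells with GLD-1 and probe and 100% = wells lacking GLD-1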
The depositor's hits bear a star; x = not tested or not shown.

Sequence of screens – BCLXL inh	PAD4 FP inh	Fam108B counter	PME-1 inh	TPT1 inh	MEX-5 binding	MCL1 BIM primary	GLD-1 RNA inh	GSTO1 inh
1: C/C=C(\C)C(=O)NCCN1C2=NC[C@H](Cc3ccccc3)N2C[C@@H]1Cc1ccc(OC)cc1
    4	-3	-3	0	3	-0.1	11	2	0
2: Cc1ccc(-c2nc(SCC(=O)c3c(N)n(C)c(=O)n(C)c3=O)n[nH]2)cc1
    -4	-4	-8	0	1	-1.3	-2	-3	4
3: CC1CCCCC12NC(=O)N(CC(=O)NC(=O)NCc1ccco1)C2=O (stereo not drawn)
    3	-1	-3	0	-2	1.5	-4	2	-2
4: COc1ccc(CN2[C@@H](CC(=O)O)c3ccc(C(F)(F)F)cc3S2(=O)=O)cc1
    7	2	10	1	-6	0.5	10	-8	5
5: O=C(Cc1ccccc1)NCCCN1CCN(CCCNC(=O)Cc2ccccc2)CC1
    -4	-1	0	7	-2	-1.5	-5	1	-3
6: CCCCN(C(=O)CCC(=O)Nc1cc(C)on1)C(C(=O)NC1CCCC1)c1cccc(OC)c1 (stereo not drawn)
    -2	-6	-1	2	3	-1.6	-2	-7	0
7: Cc1[nH]c2ccccc2c1C(=O)COc1ccccc1
    8	0	-1	2	-5	-0.8	9	7	2
8: O=S(=O)(NCCNc1ncc(C(F)(F)F)cc1Cl)C(F)(F)F
    2	-3	0	-1	-1	-2.0	4	3	8
9: O=C(Nc1ccc(Cl)c(S(=O)(=O)N2CCOCC2)c1)c1cc(-c2ccccn2)nc2ccccc12
    3	-8	-24	-14	-2	-1.3	1	3	-34
10: OCc1cccc(Nc2ncnc3sc4c(c23)CCCCC4)c1
    2	1	-3	-5	2	0.3	-3	1	-4
11: CCN(C(=O)COC(=O)CN(C)S(=O)(=O)c1ccc(NC(C)=O)cc1)C1CCS(=O)(=O)C1 (stereo not drawn)
    -1	0	2	2	-2	-1.0	-6	2	1
12: COc1cc(CNn2nnnc2N)cc(Br)c1OCC(=O)NC(C)(C)C
    8	0	2	2	-5	-0.4	8	2	2
13: COc1cc([N+](=O)[O-])ccc1NC(=O)CSc1nnc(C)c(C)n1
    3	0	-4	3	-4	1.8	-1	-3	-3
14: CC1(C)SC(=S)N(NC(=O)Nc2ccccc2)C1N(O)C(=O)Nc1cccc2ccccc12 (stereo not drawn)
    3	-4	-13	-19	0	-0.9	6	6	-11
15: CCC(=O)N1CCc2cc(S(=O)(=O)NCCC(=O)N3CCN(c4ccccc4)CC3)ccc21
    4	-5	-3	-2	-7	-1.6	-4	4	1
16: O=C(Nc1ccc(Cl)cc1)Nc1nc(-c2ccccc2)cs1
    1	-4	-11	-2	2	1.0	-1	-9	1
17: CC(C)(C)OC(=O)NCCCC[C@H](NC(=O)c1nc[nH]c1C(=O)NC(c1ccccc1)c1ccccc1)C(=O)OC(C)(C)C
    3	4	-20	-22	1	1.0	4	5	-7
18: Cc1ccc(-c2csc(NC(=S)NC(=O)/C=C/c3ccco3)n2)cc1
    -1	-5	-28	-17	1	0.5	2	2	4
19: CCN1CCCC1CNCc1cccc(OC)c1OCc1ccccc1 (stereo not drawn)
    4	-4	2	-5	-2	1.1	-1	5	-3
20: Cc1ccc(N/N=C/c2ccncc2)cc1
    9	7	5	1	-2	-1.5	2	4	16
21: CN1CCC(N(C)S(=O)(=O)c2ccc(NC(=O)COc3ccc([N+](=O)[O-])cc3)cc2)CC1
    -11	3	1	-4	3	-0.4	-23	2	-2
22: O=C(COC(=O)c1ccc(Br)cc1)NCCC1=CCCCC1
    0	8	9	-4	-2	-0.4	-1	4	9
23: Cc1cc(C)c2cc(C(O)c3nnnn3Cc3ccccc3)c(=O)[nH]c2c1 (stereo not drawn)
    2	1	3	3	-4	-3.4	3	7	-1
24: CCN(CC)S(=O)(=O)c1ccc(-c2nnc(SCC(N)=O)n2CC)cc1
    3	-2	-2	2	-2	-0.1	0	0	5
25: CCCOP(=O)(OCCC)C(Nc1cccc(C(F)(F)F)c1)c1ccc(C)cc1 (stereo not drawn)
    -3	1	-1	-10	3	-0.7	-7	6	3
26: O=C(CSc1ncccn1)N1CCN(S(=O)(=O)c2ccccc2)CC1
    8	-1	-6	-5	0	0.1	13	-3	-2
27: O=C(NC(=S)N1CCCCCC1)c1ccc(Cl)cc1Cl
    2	-6	-2	2	-1	1.5	43*	-7	4
28: CCN(CC)S(=O)(=O)c1cc(-c2nnc(-c3ccc(Br)cc3)o2)ccc1Br
    4	3	-2	-8	-1	2.6	2	7	2
29: COC(=O)c1sc2ncn(-n3c(C)ccc3C)c(=O)c2c1C
    6	-1	6	1	-2	0.0	11	-1	2
30: O=C(Nc1ccc(F)c(Cl)c1)Nc1ccc(Cl)cn1
    1	2	6	3	-3	0.4	4	4	2
31: CC(=O)Nc1sc(N/N=C/c2ccccc2F)nc1-c1ccc(C)cc1
    2	-3	4	8	1	-1.5	-5	1	25
32: Fc1cccc(Cl)c1Cc1noc(/C=C/c2ccccc2)n1
    0	-1	-1	0	-1	1.0	0	10	1
33: Cc1ccc(Cn2c(C(=O)O)cc3sccc32)cc1
    6	-1	-3	0	-1	0.2	-2	-1	-6
34: O=C(Nc1cc(C(F)(F)F)ccc1N1CCOCC1)c1cn2ccccc2n1
    -2	2	-2	2	-1	-2.2	-3	3	2
35: Cc1cc(C)cc(NC(=O)c2cc(=O)c3ccccc3o2)c1
    -2	-4	0	2	-2	-1.1	-3	-7	-3
36: COCC(=O)n1nc(NCc2ccc(OC)cc2)nc1NCc1ccc(OC)cc1
    4	-5	0	0	3	-3.0	3	-3	-22
37: CCNS(=O)(=O)c1ccc(CCC(=O)O)cc1
    11	-6	0	2	-4	-0.3	10	1	1
38: Cc1cnc(NC(=O)CN(C)S(=O)(=O)c2ccc(Cl)cc2)s1
    3	4	4	-1	1	-0.2	3	4	6
39: CSc1ncccc1C(=O)Nc1nc2ccc(Oc3ccccc3)cc2s1
    -2	-3	-11	-15	-1	0.2	-3	7	-14
40: COc1ccc(C(C(=O)NC2CCCCC2)N(C(=O)CCl)c2ccc(Cl)cc2)cc1 (stereo not drawn)
    9	3	4	-5	-2	-0.4	3	-3	97*
41: COc1cc2c(cc1OC)CN(Cc1nc3ccsc3c(=O)[nH]1)CC2
    16	-13	1	3	7	1.1	18	3	3
42: Cc1cccc(NCc2ccccc2O)c1
    2	-8	2	2	-2	1.2	0	2	-27
43: CN1CCN(CCCNCc2cn(CCC#N)c3ccccc23)CC1
    1	-1	-7	1	-2	1.6	4	-2	8
44: CC(=O)Nc1c(C(=O)O)oc2ccc(Cl)cc12
    13	4	3	4	1	-0.5	13	7	2
45: O=C(Nc1nc2ccccc2[nH]1)c1cccc(Br)c1
    7	2	-3	-4	0	-0.6	7	6	5
46: COc1ccc2c(=O)cc(C(F)(F)C(F)(F)F)oc2c1
    1	-3	2	1	0	-0.9	9	4	3
47: COc1ccc(C(C(C(=O)c2cccs2)N2CCOCC2)N2CCOCC2)cc1OC (stereo not drawn)
    5	3	1	0	-2	x	3	-4	2
48: O=C(c1ccc(N2CCOCC2)c([N+](=O)[O-])c1)N1CCCCC1
    4	2	2	4	-3	-1.6	-1	-1	4
49: CCOC(=O)N1CCN(C(=O)c2ccc(Cn3c(=S)[nH]c4cc5c(cc4c3=O)OCO5)cc2)CC1
    0	-1	7	2	-3	0.2	0	4	2
50: Cc1ccccc1NS(=O)(=O)c1ccc(NC(=O)N2CCCCC2)cc1
    5	-1	2	1	1	0.6	3	2	0
51: CN(C)CCCNC(=O)c1cc2sc3ccccc3c2s1
    -2	-5	-7	2	-1	1.1	-5	-4	0
52: NC(=O)c1ccc(N2CCCCC2)c(N2C(=O)C3C4C=CC(C4)C3C2=O)c1 (stereo not drawn)
    3	-1	4	-4	-1	1.5	3	-1	8
53: CC1CCN(CCCNC(=O)c2cc3sccc3n2C)CC1
    10	-4	-3	0	0	-0.9	13	5	16
54: CS(=O)(=O)N(CC(=O)N1CCCCCC1)c1ccccc1
    3	-3	2	-2	-5	1.0	8	1	4
55: COc1cc(/C=C2/NC(=O)N(Cc3ccccc3F)C2=O)cc(OC)c1O
    10	3	1	5	-4	-9.5	14	66*	14
56: O=S1(=O)N=C(N2CCN(c3ccc(F)cc3)CC2)c2ccccc21
    7	-1	-1	5	-3	-2.5	2	3	4
57: CN(CC(=O)OCC(=O)NCC(F)(F)F)S(=O)(=O)c1ccc(Cl)cc1
    7	-5	0	-3	1	-1.5	3	9	4
58: CCN1CCN(C(=O)N[C@@H](C(=O)N[C@@H]2C(=O)N3[C@@H]2SC(C)(C)[C@@H]3C(=O)O)c2ccccc2)C(=O)C1=O
    -7	0	-3	1	-3	0.8	0	-1	6
59: CC1(C)CC(=O)c2sc(NC(=O)c3ccccc3)nc2C1
    5	2	0	-5	1	0.2	-2	0	-10
60: O=C(NC1CC1)C1CC(=O)N(c2ccccc2)C1 (stereo not drawn)
    -3	3	2	1	0	0.6	-3	-5	11

Additional records:
Sequence of screens – BCLXL inh	PAD4 FP inh	Fam108B counter	PME-1 inh	TPT1 inh	MEX-5 binding	MCL1 BIM primary	GLD-1 RNA inh	GSTO1 inh
61: O=C1CSC(c2ccccc2)N1c1nc(-c2ccc(Cl)cc2Cl)cs1 (stereo not drawn)
    -3	-2	-3	-6	3	-0.1	1	4	4
62: Nc1ccc(-c2nc3nc(N)nc(N)c3nc2-c2ccc(N)cc2)cc1
    13	-2	-4	1	-1	-8.9	9	15	5
63: O=C(O)c1ccc(NC(=O)c2ccc3c(c2)C(=O)N(c2ccccc2)C3=O)cc1
    4	0	-2	-4	-5	-0.2	13	-1	-9
64: CCOC(=O)Cn1c(CN2CCN(C(=O)c3ccco3)CC2)nc2c1c(=O)n(C)c(=O)n2C
    3	-8	1	-3	0	-0.7	0	10	-2
65: COc1ccccc1CNC(=O)CSc1nnc2c(n1)[nH]c1ccc(F)cc12
    2	1	2	6	-3	2.0	1	4	-3
66: CC(C)Cc1ccccc1O
    9	-1	8	-2	-7	-0.9	11	1	5
67: COc1ccc(/C=N/n2c(N)nc(-c3ccccc3)c2-c2ccccc2)cc1
    2	1	9	11	1	-1.3	0	1	0
68: O=C(O)CN1C(=O)/C(=C\c2cccc(OCc3ccc(Cl)cc3)c2)SC1=S
    14	1	-1	7	2	-12	32	0	9
69: CN(c1ccccc1C(=O)Nc1ccc(S(=O)(=O)N2CCCC2)cc1)S(C)(=O)=O
    4	0	7	2	-1	-1.0	2	6	-4
70: N#Cc1c(N2CCCCC2)nc(N)c2c(N)nc(SCC(=O)O)cc12
    35*	-7	8	3	13	-11	40	11	17
71: Cc1nnc(SCC(=O)NCCc2ccccc2)s1
    0	-3	0	2	-2	-0.4	4	5	-2
72: COC(=O)CNC(=O)Cc1c(F)cccc1Cl
    1	-8	-6	1	1	-1.5	-5	7	-3
73: CN(C)c1ccc(P(=O)(Nc2ccc([N+](=O)[O-])cc2)N2CCOCC2)c(NC(=O)c2cccs2)c1 (stereo not drawn)
    7	2	5	-4	11	-0.4	3	-1	0
74: O=c1[nH]c(=S)ccn1C1OC(CO)C(O)C1O (stereo not drawn)
    2	2	0	1	-4	0.3	8	4	1
75: CCCCN(C)CCNC(=O)c1cc2c(-c3cccc(OC)c3)nn(C)c2s1
    -6	-4	-3	-1	0	-0.5	-4	-7	-7
76: COC(=O)c1nnn(-c2nc(N3CCOCC3)nc(N3CCOCC3)n2)c1C
    2	-4	5	0	1	0.4	3	-1	-3
77: O=C(c1cccs1)N1CCN=C1SCc1cccnc1
    2	-1	4	2	-1	-1.4	12	6	6

Compound activity as filed in PubChem BioAssay.

This is a subset; count on the stated rates, not on these rows.
